hcDAF12 agonist – activates DAF-12 receptor from parasite H. contortus. AID 652067. 370,000 compounds, 1.4% hits. activation, % at 6.8 µM. HEK293 hcDAF-12 lit1-tk-luc reporter, luminescence; 0% DMSO, 100% Δ7-dafachronic acid;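 active = activation above the mean of all tested compounds plus 3 SD, cut at about 5.5% in these data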;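 note: 100% = response to 3 µM Δ7-dafachronic acid high control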
SMARCA2 activ – activators of SMARCA2 function | MG213 cells, MMTV-luciferase reporter, dexamethasone, overnight | activation, % at 9.1 µM | 370,000 compounds, 1% hits; in the data active = activation above about 7.8%;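 note: 0% = vehicle wells and 100% = reference activator wells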
DAX1 inh-1 – inhibitors of human orphan nuclear receptor DAX1 (NR0B1); HEK293 Gal4-DAX1 luciferase reporter, luminescence; inhibition, % at 6.75 µM; 340,000 compounds, 0.99% hits; AID 504766;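 active = inhibition above the mean over all tested compounds plus 3 SD, cut at about 4.2% in these data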;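 note: 0% = DAX1-transfected cells with DMSO and 100% = empty-vector control cells with DMSO; inhibition shows as a rise in luminescence from relieved DAX1 repression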
NR1D1 modulator – Rev-erb alpha (human) modulation | activity, % at 10 µM | 370,000 compounds, 0.79% hits | Rev-erbα–FITC-DNA binding, fluorescence polarization, 90 min;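 active = activity above about 14%, limit read from the data; passing the limit was not always enough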;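 note: 0% = DMSO wells with 35 nM protein and 100% = DMSO wells with 750 nM protein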
sPLA2-III inh – Inhibits HGIII-sPLA2 liposome hydrolysis, primary screen; inhibition, % at 12.2 µM; QFRET BODIPY PC-A2 liposome hydrolysis, fluorescence; 370,000 compounds, 0.56% hits; AID 743126;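 active = inhibition above mean plus 3 SD of compounds lying within the high and low control bounds, cut at about 19% in these data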;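 note: 0% = median of test compound wells and 100% = no enzyme DMSO wells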
PG9 Ab binder – binds the HIV-1 gp120 antibody PG9; TR-FRET gp120-PG9 antibody binding; inhibition, % at 6.7 µM; 360,000 compounds, 0.43% hits; AID 624416; in the data active = inhibition above about 8.5%
hgDAF-12 ag – activates the H. glycines DAF-12 receptor ligand-binding domain; HEK293 GAL4-hgDAF12 UAS-luciferase reporter, agonist luminescence; normalized to butyrate control; activation, % at 6.8 µM; 370,000 compounds, 1.8% hits; AID 687014;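 active = activation above a cutoff set at the mean of all screened compounds plus 3 SD, cut at about 10% in these data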;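 note: 0% = DMSO wells and 100% = sodium butyrate wells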
PLC-beta3 inh – PLC-beta3 (human) inhibition, primary screen; Q01970; Purified PLC-beta3, fluorogenic substrate, fluorescence; 370,000 compounds, 0.18% hits; inhibition, % at 12.2 µM; in the data active = inhibition above about 11%;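 note: 0% = median of compound wells on plate and 100% = full blocker control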
Target sequence (Q01970 whole entry, looked up): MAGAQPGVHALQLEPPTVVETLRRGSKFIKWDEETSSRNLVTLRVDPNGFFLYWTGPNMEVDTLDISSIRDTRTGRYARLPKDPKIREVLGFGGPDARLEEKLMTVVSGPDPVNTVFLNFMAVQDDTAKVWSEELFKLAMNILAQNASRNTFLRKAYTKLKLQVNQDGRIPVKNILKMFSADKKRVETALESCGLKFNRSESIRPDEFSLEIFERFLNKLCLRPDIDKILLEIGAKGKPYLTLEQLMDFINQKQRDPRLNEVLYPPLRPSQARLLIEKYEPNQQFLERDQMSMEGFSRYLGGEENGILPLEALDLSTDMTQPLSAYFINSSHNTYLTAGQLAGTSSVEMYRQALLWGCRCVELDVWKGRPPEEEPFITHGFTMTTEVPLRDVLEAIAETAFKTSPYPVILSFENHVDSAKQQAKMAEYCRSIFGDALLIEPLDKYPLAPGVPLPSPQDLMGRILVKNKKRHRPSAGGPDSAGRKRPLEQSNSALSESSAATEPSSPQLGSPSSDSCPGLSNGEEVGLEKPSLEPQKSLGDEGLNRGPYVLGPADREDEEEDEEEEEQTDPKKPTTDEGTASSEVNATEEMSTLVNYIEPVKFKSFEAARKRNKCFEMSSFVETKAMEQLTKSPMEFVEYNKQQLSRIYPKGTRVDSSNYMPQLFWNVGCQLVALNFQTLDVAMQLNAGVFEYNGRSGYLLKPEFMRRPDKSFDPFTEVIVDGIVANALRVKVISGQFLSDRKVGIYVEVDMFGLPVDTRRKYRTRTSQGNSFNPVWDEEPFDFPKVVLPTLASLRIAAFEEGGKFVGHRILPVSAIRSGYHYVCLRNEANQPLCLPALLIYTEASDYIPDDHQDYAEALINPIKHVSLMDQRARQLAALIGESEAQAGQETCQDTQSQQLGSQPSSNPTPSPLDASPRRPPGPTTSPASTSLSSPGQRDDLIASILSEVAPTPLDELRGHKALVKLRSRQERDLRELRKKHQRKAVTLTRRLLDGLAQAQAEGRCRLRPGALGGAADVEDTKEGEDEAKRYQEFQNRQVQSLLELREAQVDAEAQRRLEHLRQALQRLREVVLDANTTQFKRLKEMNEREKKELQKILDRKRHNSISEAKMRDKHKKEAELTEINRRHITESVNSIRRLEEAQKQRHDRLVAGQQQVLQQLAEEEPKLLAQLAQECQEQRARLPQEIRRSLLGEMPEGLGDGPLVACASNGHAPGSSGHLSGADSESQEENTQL
GAA850 FXN act – frataxin GAA850 promoter activation | HEK293 lucGAA850 FXN promoter luciferase reporter, 24 h; percent of 10 µM SAHA response | activation, % at 6 µM | 360,000 compounds, 0.56% hits;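 active = activation above the average of all compounds screened plus 3 SD, cutoff fixed separately per campaign, cut at about 7.5% in these data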;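 note: 0% = DMSO wells and 100% = 10 µM SAHA wells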
DAX1 inh-2 – DAX1 (NR0B1) inhibition, primary screen | 370,000 compounds, 1.1% hits | inhibition, % at 6.8 µM | HEK293T StAR-luciferase reporter, SF-1/DAX-1 repression relief | AID 652010;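 active = inhibition above the mean over all tested compounds plus 3 SD, cut at about 3.6% in these data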;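 note: 0% = DAX-1 cells with DMSO and 100% = cells lacking DAX-1 with DMSO; higher inhibition means more luminescence from relief of DAX-1 repression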
ssDAF12 agonist – activates DAF-12 receptor from parasite S. stercoralis | AID 652126 | HEK293 ssDAF-12/GRIP1 lit1-tk-luc reporter, luminescence; % of 3 µM dafachronic acid response | activation, % at 6.8 µM | 370,000 compounds, 1% hits;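 active = activation above the mean over all tested compounds plus 3 SD, cut at about 0.9% in these data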;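 note: 0% = DMSO-only wells and 100% = 3 µM delta7-dafachronic acid wells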
Starred values were filed as active, the others as inactive. An unsorted share of the library; overall some 7% were active at least once.

O=C(NCCN1CCOCC1)c1c(O)nc2sccn2c1=O was read as hcDAF12 agonist -0.5, SMARCA2 activ -1, DAX1 inh-1 -1.3, NR1D1 modulator 6, sPLA2-III inh -6, PG9 Ab binder -1.4, hgDAF-12 ag 4.1, PLC-beta3 inh -7, GAA850 FXN act 0.8, DAX1 inh-2 1.2 and ssDAF12 agonist -0.2.
`O=C(CN1CCN(S(=O)(=O)c2ccc(F)c(F)c2)CC1)Nc1ccccc1C(=O)NC1CC1` gave hcDAF12 agonist 3.6, SMARCA2 activ -3, DAX1 inh-1 -0.4, NR1D1 modulator -1, sPLA2-III inh 3, PG9 Ab binder -0.9, hgDAF-12 ag -1.0, PLC-beta3 inh -6, GAA850 FXN act 1.8, DAX1 inh-2 0.3 and ssDAF12 agonist -1.3.
`Cc1ccc(-c2cc3ncc(C#N)c(N)n3n2)cc1` gave hcDAF12 agonist 4.9, SMARCA2 activ 4, DAX1 inh-1 1.4, NR1D1 modulator 47*, sPLA2-III inh 0, PG9 Ab binder 37*, hgDAF-12 ag 7.0, PLC-beta3 inh -4, GAA850 FXN act 2.5, DAX1 inh-2 1.2 and ssDAF12 agonist -0.9.
O=[N+]([O-])c1c(C(Cl)Cl)nn(-c2ccccc2)c1N1CCCC1 was read as hcDAF12 agonist -2.0, SMARCA2 activ -2, DAX1 inh-1 -0.4, NR1D1 modulator 0, sPLA2-III inh 1, PG9 Ab binder 1.6, hgDAF-12 ag -0.6, PLC-beta3 inh 1, GAA850 FXN act -1.2, DAX1 inh-2 0.3 and ssDAF12 agonist -0.2.
Screening Cc1ccccc1OCC(O)Cn1c(NCc2ccco2)nc2c1c(=O)[nH]c(=O)n2C (stereo not drawn) returned hcDAF12 agonist 1.1, SMARCA2 activ -2, DAX1 inh-1 0.1, NR1D1 modulator -2, sPLA2-III inh -9, PG9 Ab binder -1.3, hgDAF-12 ag -0.6, PLC-beta3 inh 2, GAA850 FXN act -0.2, DAX1 inh-2 0.2 and ssDAF12 agonist -1.6.
Cc1cccc(C)c1NC(=O)C1(C)CN(S(C)(=O)=O)CC(=O)N1Cc1cccs1 (stereo not drawn) was read as hcDAF12 agonist 0.4, SMARCA2 activ 4, NR1D1 modulator -4, sPLA2-III inh 4, PG9 Ab binder -0.8, hgDAF-12 ag -1.7, PLC-beta3 inh 0, DAX1 inh-2 0.4 and ssDAF12 agonist -0.8.
Cc1ccccc1OCCC(=O)NNC(=O)COc1cccc(F)c1 was read as hcDAF12 agonist 0.2, SMARCA2 activ -2, DAX1 inh-1 -1.3, NR1D1 modulator 5, sPLA2-III inh -9, PG9 Ab binder -0.9, hgDAF-12 ag 0.6, PLC-beta3 inh -2, GAA850 FXN act -0.5, DAX1 inh-2 -0.3 and ssDAF12 agonist -1.5.
For COc1cccc(CNC(=O)C(=O)NCCc2ccc(OC)c(OC)c2)c1 the results were hcDAF12 agonist 0.2, SMARCA2 activ -1, DAX1 inh-1 1.9, NR1D1 modulator -1, sPLA2-III inh 1, PG9 Ab binder 0.7, hgDAF-12 ag -1.4, PLC-beta3 inh -1, GAA850 FXN act -0.8, DAX1 inh-2 -0.6 and ssDAF12 agonist -2.1.
`Cc1ccccc1Nc1nc(N)nc(COC(=O)[C@@H](NC(=O)c2ccccc2Cl)C(C)C)n1` gave hcDAF12 agonist -1.3, SMARCA2 activ -2, DAX1 inh-1 0.1, NR1D1 modulator -9, sPLA2-III inh 0, PG9 Ab binder 1.1, hgDAF-12 ag -0.1, PLC-beta3 inh 1, GAA850 FXN act 1.0, DAX1 inh-2 -0.9 and ssDAF12 agonist -1.2.
`CCN(CC(=O)NCc1cccs1)C(=O)c1ccc(S(=O)(=O)Nc2ccccc2OC)cc1` gave hcDAF12 agonist -1.6, SMARCA2 activ -2, DAX1 inh-1 2.4, NR1D1 modulator -6, sPLA2-III inh 3, PG9 Ab binder 0.1, hgDAF-12 ag -0.3, PLC-beta3 inh -3, GAA850 FXN act -0.7, DAX1 inh-2 -0.6 and ssDAF12 agonist -1.0.
CCN(CC)CC(=O)c1c[nH]c2ccc(C)cc12 was read as hcDAF12 agonist 3.5, SMARCA2 activ 0, DAX1 inh-1 -0.4, NR1D1 modulator -1, sPLA2-III inh 3, PG9 Ab binder -0.2, hgDAF-12 ag -1.3, PLC-beta3 inh -10, GAA850 FXN act 0.1, DAX1 inh-2 0.7 and ssDAF12 agonist -0.9.
Screening CC(C)(C)n1nc2c(c1NC(=O)c1c(F)cccc1F)CS(=O)(=O)C2 returned hcDAF12 agonist -2.5, SMARCA2 activ 2, DAX1 inh-1 0.8, NR1D1 modulator 1, sPLA2-III inh 1, PG9 Ab binder 0.5, hgDAF-12 ag -0.9, PLC-beta3 inh -5, GAA850 FXN act 1.3, DAX1 inh-2 0.0 and ssDAF12 agonist -1.3.
Screening O=C(c1cc(Cl)ccc1F)N1CCCC(c2nc(-c3cccs3)no2)C1 (stereo not drawn) returned hcDAF12 agonist -0.5, SMARCA2 activ -3, NR1D1 modulator 0, sPLA2-III inh 12, hgDAF-12 ag 2.7, PLC-beta3 inh -4, DAX1 inh-2 -0.4 and ssDAF12 agonist -0.7.
Screening Cc1c(C(=O)NCC2CCCO2)oc2ccc(Br)cc12 (stereo not drawn) returned hcDAF12 agonist 1.3, SMARCA2 activ 3, DAX1 inh-1 1.9, NR1D1 modulator 7, sPLA2-III inh 0, PG9 Ab binder 1.0, hgDAF-12 ag 4.6, PLC-beta3 inh -6, GAA850 FXN act 5.3, DAX1 inh-2 3.8* and ssDAF12 agonist -0.1.
Cc1cc(C)c(S(=O)(=O)NCC(c2ccco2)N2CCc3ccccc3C2)c(C)c1 (stereo not drawn) was read as hcDAF12 agonist 2.6, SMARCA2 activ -2, DAX1 inh-1 4.1, NR1D1 modulator -1, sPLA2-III inh -17, PG9 Ab binder -1.0, hgDAF-12 ag 1.2, PLC-beta3 inh -7, GAA850 FXN act 2.2, DAX1 inh-2 1.6 and ssDAF12 agonist -1.4.
Screening Cc1ccc(/C=N/NC(=O)c2c(C)nc3ccc(Br)cn23)cc1 returned hcDAF12 agonist 1.4, SMARCA2 activ -2, DAX1 inh-1 -2.8, NR1D1 modulator -5, sPLA2-III inh 1, PG9 Ab binder -3.2, hgDAF-12 ag 0.1, PLC-beta3 inh -6, GAA850 FXN act -2.3, DAX1 inh-2 -1.2 and ssDAF12 agonist -0.7.
`Cc1c(C(C)NC(=O)c2ccc3nc(Cc4ccccc4F)oc3c2)cnn1C` (stereo not drawn) gave hcDAF12 agonist -2.0, SMARCA2 activ 1, DAX1 inh-1 0.2, NR1D1 modulator -1, sPLA2-III inh -4, PG9 Ab binder -0.7, hgDAF-12 ag 2.1, PLC-beta3 inh -7, GAA850 FXN act 2.4, DAX1 inh-2 -0.2 and ssDAF12 agonist -0.4.
O=C(/C=C/c1ccco1)N1CCC(Cc2ccccc2)CC1 was read as hcDAF12 agonist -0.1, SMARCA2 activ 0, DAX1 inh-1 -1.0, NR1D1 modulator 0, sPLA2-III inh -1, PG9 Ab binder 0.2, hgDAF-12 ag 5.5, PLC-beta3 inh -12, GAA850 FXN act 4.6, DAX1 inh-2 -0.4 and ssDAF12 agonist -1.0.
Screening O=C(CN1CCN(S(=O)(=O)c2ccc(F)cc2)CC1)NC1CCCC1 returned hcDAF12 agonist -0.7, SMARCA2 activ -1, DAX1 inh-1 0.0, NR1D1 modulator 1, sPLA2-III inh 1, PG9 Ab binder -2.0, hgDAF-12 ag -0.4, PLC-beta3 inh -5, GAA850 FXN act -0.3, DAX1 inh-2 2.4 and ssDAF12 agonist -1.1.
For COc1ccc(C(=O)NCC(=O)N/N=C(\C)c2ccco2)cc1OC the results were hcDAF12 agonist -1.0, SMARCA2 activ 2, DAX1 inh-1 -0.4, NR1D1 modulator 3, sPLA2-III inh -1, PG9 Ab binder -2.7, hgDAF-12 ag 2.0, PLC-beta3 inh -36, GAA850 FXN act 1.9, DAX1 inh-2 0.1 and ssDAF12 agonist -1.2.
`CCOc1ccc(NC(=O)CN(C)C(=O)c2ccc(C3SCCS3)cc2)cc1OCC` gave hcDAF12 agonist -0.2, SMARCA2 activ 1, DAX1 inh-1 0.7, NR1D1 modulator -1, sPLA2-III inh 1, PG9 Ab binder -0.6, hgDAF-12 ag 2.2, PLC-beta3 inh 0, GAA850 FXN act -0.8, DAX1 inh-2 -1.6 and ssDAF12 agonist -0.8.
`CCSc1nc2ccccc2c(=O)n1Cc1ccc(F)cc1` gave hcDAF12 agonist -0.4, SMARCA2 activ -2, DAX1 inh-1 0.8, NR1D1 modulator 4, sPLA2-III inh -2, PG9 Ab binder 1.7, hgDAF-12 ag 3.5, PLC-beta3 inh -3, GAA850 FXN act 2.8, DAX1 inh-2 0.5 and ssDAF12 agonist -1.3.
`C#CCN1C(=O)S/C(=C\c2cc3c(cc2OC)OCO3)C1=O` gave hcDAF12 agonist -0.8, SMARCA2 activ -2, DAX1 inh-1 -1.1, NR1D1 modulator -2, sPLA2-III inh -4, PG9 Ab binder -2.8, hgDAF-12 ag 0.6, PLC-beta3 inh 0, GAA850 FXN act 0.2, DAX1 inh-2 -0.5 and ssDAF12 agonist -1.5.
Screening Cc1ccc(C(=O)NCCCn2ccnc2)o1 returned hcDAF12 agonist -1.8, SMARCA2 activ -2, DAX1 inh-1 1.2, NR1D1 modulator 3, sPLA2-III inh 9, PG9 Ab binder 1.3, hgDAF-12 ag -1.5, PLC-beta3 inh 1, GAA850 FXN act 1.0, DAX1 inh-2 -0.6 and ssDAF12 agonist 0.1.
For Cc1cccc(N2C(=O)CC(SC(=Nc3ccccc3)Nc3ccccc3)C2=O)c1 (stereo not drawn) the results were hcDAF12 agonist 1.3, SMARCA2 activ 0, DAX1 inh-1 0.8, NR1D1 modulator 2, sPLA2-III inh -10, PG9 Ab binder -1.2, hgDAF-12 ag -0.6, PLC-beta3 inh 8, GAA850 FXN act -7.8, DAX1 inh-2 0.2 and ssDAF12 agonist -1.1.
`CCN(CCO)c1ccc(NC(=S)Nc2cccc(S(=O)(=O)N(C)C)c2)cc1` gave hcDAF12 agonist -0.8, SMARCA2 activ 0, DAX1 inh-1 -0.8, NR1D1 modulator -1, sPLA2-III inh 3, PG9 Ab binder -8.7, hgDAF-12 ag -1.6, PLC-beta3 inh -8, GAA850 FXN act 1.1, DAX1 inh-2 -1.9 and ssDAF12 agonist -1.6.
`CS(=O)(=O)Nc1cccc(-c2cn3ccccc3n2)c1` gave hcDAF12 agonist 2.4, SMARCA2 activ 4, DAX1 inh-1 2.0, NR1D1 modulator 3, sPLA2-III inh 7, PG9 Ab binder -1.0, hgDAF-12 ag 1.8, PLC-beta3 inh -19, GAA850 FXN act 3.5, DAX1 inh-2 -0.5 and ssDAF12 agonist -0.4.
For O=C1CSC(=S)N1c1ccc(F)c(Cl)c1 the results were hcDAF12 agonist -0.9, SMARCA2 activ 1, DAX1 inh-1 0.6, NR1D1 modulator 6, sPLA2-III inh 0, PG9 Ab binder -1.1, hgDAF-12 ag 2.9, PLC-beta3 inh -5, GAA850 FXN act 0.1, DAX1 inh-2 -0.5 and ssDAF12 agonist -1.1.

Screening data deposited in PubChem by several laboratories.
